Imprint erasure – qHTS Assay for Compounds that Induce Erasure of Genomic Imprints. mouse ES Peg3-LacZ reporter, beta-gal luminescence, 40 h. Potency, µM (series often up to 60.7 µM), without a hit: at the top dose activity change, positive = activation, actives largely listed as activators. 110,000 compounds, 0.02% hits. AID 1948, 2009;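 also: 0% = negative control wells on the plate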
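Readout: BetaGlo luminescence (5 min, room temp) for LacZ from the normally silent maternal Peg3 allele in female Peg3LacZ-Neo ES cells. Cells 300/well, 40 h, 37C, 5% CO2. Data normalized per plate to negative controls.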
p53ts 32C kill – qHTS Screen for Compounds that Selectively Target Cancer Cells with p53 Mutations: Cytotoxicity of p53ts Cells at the Permissive Temperature; H1299-p53A138V at 32C, ATP luminescence viability, 24 h; 130,000 compounds, 0.93% hits; Potency, µM (top dose mostly 46.1 µM), for inactives: at the top dose activity change, negative = cytotoxicity, usual class: cytotoxic;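 also: 0% = DMSO and -100% = full killing by reference compound; nearly all actives have a fitted effect of over 55% in size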
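H1299-p53 A138V cells (temperature-sensitive p53) exposed 24 h to up to 46 uM compound at 32C, where p53 is wild-type in conformation. Viability read as ATP luminescence and normalised to DMSO and 100 uM tamoxifen. AC50 fitted with the Hill equation.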
IkB signaling – IkB Signaling | Potency, µM (doses to about 57.1 µM), inactives show top-dose IkBa stabilization activation | ABC-DLBCL IkBa-CBG/CBR dual luciferase ratio, 4 h; response scale: scaled: untreated 0%, proteasome inhibitor 100% | 110,000 compounds, 0.04% hits; active = well fitted curve in the direction sought with a large enough effect in the signal ratio, not every such curve was filed as active; inconclusive = small, poorly fitted or top-dose-only effect, or a change in a side signal; the % refers to the signal ratio;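 also: the direction sought is a rising ratio; 0% = basal untreated cells and 100% = reference inhibitor full response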
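In this assay, an IκBα–CBG68 fusion accumulates when IKK-driven degradation is blocked; native CBR normalizes for cell number. OCI-Ly3 cells were treated 4 h with compound and doxycycline, then green and red light read after Chroma-Glo addition.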
p53ts 39C kill – qHTS Screen for Compounds that Selectively Target Cancer Cells with p53 Mutations: Cytotoxicity of p53ts Cells at the Nonpermissive Temperature; 130,000 compounds, 1.5% hits; Potency, µM (titrated, usually from 46.1 µM), without a hit: top-dose activity change, negative = cell killing, actives largely listed as cytotoxic; H1299-p53A138V viability at 39C, ATP luminescence, 24 h; also: nearly all actives have a fitted effect of over 55% in size
* hit, by the source's call; u = inconclusive; x = no result given; [ ] = another dose, or the depositor's remark. Unless noted, calls follow the shape of the dose curve; as a rule, active = well fitted curve in the direction sought with a large enough effect; inconclusive = small, poorly fitted or top-dose-only effect, or another doubt; inactive = no such curve, though single readings can be large; an effect the other way counts as inactive or inconclusive. Unless noted, % is scaled to controls: 0 for no effect and ±100 for the full control effect; potency is read from the fitted curve at half-maximal effect.

SMILES	Imprint erasure	p53ts 32C kill	IkB signaling	p53ts 39C kill
CCCOc1cccc(C2c3c(-c4ccccc4O)n[nH]c3C(=O)N2Cc2ccco2)c1 (stereo not drawn)	-11%[10.9 µM]	u	u	32µM*
CC(C)(C)NC[C@H](O)COc1cccc2c1CCC(=O)N2	-5%[16.8 µM]	-7%[20.6 µM]	1.5%[25.6 µM]	6%[20.6 µM]
CSc1oc(-c2ccccc2)nc1S(=O)(=O)c1ccc(C)cc1	-12%	-1%	-0.8%	1%
Cn1c(SCc2ccccc2)nnc1C1CCCNC1 (stereo not drawn)	-41%[inhibitor]	-5%	0.7%	5%
CCC(Sc1nc2cc3c(cc2c(=O)n1Cc1ccco1)OCO3)C(=O)Nc1cccc(OC)c1 (stereo not drawn)	-24%	-12%	4.4%	u
COc1cccc(Nc2c(F)c(F)c(F)c(F)c2C(=O)O)c1	-10%	-5%	-1.3%	5%
O=C(Nc1ccn(Cc2ccc(F)cc2)n1)c1ccncc1	-15%	-25%	-0.9%	-13%
CCn1nc(C)c(NS(=O)(=O)c2ccc(C)cc2)c1C	x	0%	x	18%
O=C(Cn1c(=O)nc(-c2ccccc2)c2ccccc21)NCc1ccc(Cl)cc1	-8%[10.9 µM]	-9%	u	u
CC1CCc2ccccc2N1C(=O)c1cccs1 (stereo not drawn)	-9%	4%	0.3%	5%
COC(=O)c1cc(OC)c(OC)cc1NC(=O)c1cccnc1	-5%	7%	-0.4%	14%
Cn1cccc1C(=O)N1CCC[C@@]2(CCN(C(=O)Nc3cccc(F)c3)C2)C1	x	5%	-1.4%[11.4 µM]	-3%
O=C(O)c1cc(-c2ccccc2)c(N2CCOCC2)s1	-6%	-16%	0.4%	8%
CCOC(=O)c1ccc(CN(Cc2ccc(F)cc2)S(=O)(=O)c2ccc(F)c(C(=O)Nc3c(C)cccc3C)c2)cc1	-12%[10.9 µM]	-4%	0.0%	-9%
O=c1cnc2cnc(Oc3ccccc3)nc2n1C[C@H]1CCCO1	x	-3%	-0.6%[11.4 µM]	0%
CCOC(=O)Cn1c(=O)n(C2CCCCC2)c2nc(-c3ccc(C(C)C)cc3)nc(C(N)=O)c21	-11%[10.9 µM]	12%	0.2%	-9%
CCCn1c2c(c(O)c(C(=O)Nc3ccccc3)c1=O)CCCC2	-5%	-2%	1.6%	0%
O=S(=O)(c1ccccc1S(=O)(=O)N1CCCCC1)N1CCCCC1	-2%	-4%	0.5%	5%
COc1ccccc1NC(=O)c1cc2c(C)nn(-c3ccccc3)c2s1	-14%[10.9 µM]	-4%	u	-1%
Nc1nc2c(C(=O)NCc3cccs3)nnn2c2cccc(Cl)c12	-7%[10.9 µM]	10%[9.22 µM]	2.2%[11.4 µM]	3%[9.22 µM]
CCN(CC)c1nc(-c2nn[nH]n2)nc(N(CC)CC)n1	-10%	2%	-1.4%	10%
CCOC(=O)Nc1ccc2c(c1)nc(CN1CCN(C(C)=O)CC1)n2C	-10%	2%	-0.2%	4%
CCCOc1ccc(C(=O)N2CCCc3ccccc32)cc1	-25%	3%	1.5%	-1%
CC(=O)Nc1ccccc1N(C)S(=O)(=O)c1ccc(C)cc1	-16%	-6%	-1.2%	-4%
COC(=O)c1ccc(OCC2c3cc(OC)c(OC)cc3CCN2C(=O)Cc2ccc(OC)cc2)cc1 (stereo not drawn)	-9%[10.9 µM]	8%	-0.7%	-6%

Reformatted: 14 of the compounds above
SMILES,Imprint erasure,p53ts 32C kill,IkB signaling,p53ts 39C kill
COc1cccc(Nc2c(F)c(F)c(F)c(F)c2C(=O)O)c1,-10%,-5%,-1.3%,5%
O=C(Nc1ccn(Cc2ccc(F)cc2)n1)c1ccncc1,-15%,-25%,-0.9%,-13%
CCn1nc(C)c(NS(=O)(=O)c2ccc(C)cc2)c1C,x,0%,x,18%
O=C(Cn1c(=O)nc(-c2ccccc2)c2ccccc21)NCc1ccc(Cl)cc1,-8%[10.9 µM],-9%,u,u
CC1CCc2ccccc2N1C(=O)c1cccs1 (stereo not drawn),-9%,4%,0.3%,5%
COC(=O)c1cc(OC)c(OC)cc1NC(=O)c1cccnc1,-5%,7%,-0.4%,14%
Cn1cccc1C(=O)N1CCC[C@@]2(CCN(C(=O)Nc3cccc(F)c3)C2)C1,x,5%,-1.4%[11.4 µM],-3%
O=C(O)c1cc(-c2ccccc2)c(N2CCOCC2)s1,-6%,-16%,0.4%,8%
CCOC(=O)c1ccc(CN(Cc2ccc(F)cc2)S(=O)(=O)c2ccc(F)c(C(=O)Nc3c(C)cccc3C)c2)cc1,-12%[10.9 µM],-4%,0.0%,-9%
O=c1cnc2cnc(Oc3ccccc3)nc2n1C[C@H]1CCCO1,x,-3%,-0.6%[11.4 µM],0%
CCOC(=O)Cn1c(=O)n(C2CCCCC2)c2nc(-c3ccc(C(C)C)cc3)nc(C(N)=O)c21,-11%[10.9 µM],12%,0.2%,-9%
CCCn1c2c(c(O)c(C(=O)Nc3ccccc3)c1=O)CCCC2,-5%,-2%,1.6%,0%
O=S(=O)(c1ccccc1S(=O)(=O)N1CCCCC1)N1CCCCC1,-2%,-4%,0.5%,5%
COc1ccccc1NC(=O)c1cc2c(C)nn(-c3ccccc3)c2s1,-14%[10.9 µM],-4%,u,-1%

Going on with the list.
SMILES	Imprint erasure	p53ts 32C kill	IkB signaling	p53ts 39C kill
COc1ccc(OC)c(NC(=O)c2cc(CN3CCCC3)on2)c1	-5%[10.9 µM]	-3%	0.3%	-12%
Clc1ccc(-c2nc3c4cnn(-c5ccccc5Br)c4ncn3n2)c(Cl)c1	-7%[10.9 µM]	8%	0.3%	-2%
Cc1ccc(S(=O)(=O)N(C)CC(=O)N2CCN(c3ccccn3)CC2)cc1	-14%	0%	1.1%	10%
NNC(=O)CCc1c[nH]c2ccccc12	x	-2%	x	-5%
O=C(c1ccc(C(=O)N2CCCCCC2)cc1)N1CCCCCC1	x	-25%	x	-8%
O=C(O)C1C2C=CC3(CN(c4cccc(C(F)(F)F)c4)C(=O)C13)O2 (stereo not drawn)	0%	-1%	4.3%	1%
COc1ccc2oc(=O)cc(C)c2c1	-11%	5%	0.7%	7%
COc1c(O)cc2c(-c3ccccc3)cc(=O)oc2c1OC	-12%	-4%	x	5%
COCCNC(=O)CSCc1c(F)cccc1Cl	-10%	-8%	-2.2%	10%
FC(F)(F)C12CC(c3ccccc3)=NCCN1CCN2 (stereo not drawn)	-10%	9%	12%	4%
Cc1cnc(C)c(N2CCC(C(=O)NC(C)c3cccs3)CC2)n1 (stereo not drawn)	-6%	0%	0.0%	10%
Cc1nn(-c2ccccc2)c(=S)n1-c1ccccc1	-4%	-2%	-0.5%	4%
Nc1nc(N)c(-c2cccc(C(F)(F)F)c2)c(Cc2cccc(C(F)(F)F)c2)n1	-3%[10.9 µM]	-14%[9.22 µM]	0.5%[11.4 µM]	-19%[9.22 µM]
Fc1ccc(F)c(CN2CCN(c3ncccn3)CC2)c1	-3%	6%	2.1%	10%
COCCNS(=O)(=O)c1ccc2c(c1)oc(=O)c1cc(S(=O)(=O)NCCOC)ccc12	18%	-7%	0.6%	-12%
CC(=O)c1ccc(Oc2ncnc3sccc23)c(CN2CCOCC2)c1	-11%	-1%	-1.5%	-13%
CCC1CCCCN1C(=O)CSc1nnc(-c2ccc(OC)cc2)o1 (stereo not drawn)	-16%	-3%	-1.4%	0%
Cc1ccc(NC(=O)C2CCN(c3nn4c(=O)cc(C)nc4s3)CC2)cc1	19%[10.9 µM]	-1%	1.6%	-28%
COc1ccc(NC(=O)N2CC3(CCN(S(=O)(=O)c4ccccc4)CC3)C2)cc1	x	-6%	0.5%[11.4 µM]	-9%
Cc1ccc2nc(-c3cc(NC(=O)c4ccc5c(c4)OCCO5)ccc3Cl)oc2c1	u	-9%	u	-5%
Cc1ccc(-n2ncc3c(=O)n(CC(=O)N4CCN(c5ccccc5F)CC4)cnc32)cc1C	x	4%	x	-8%
Cn1c(NCCCN2CCOCC2)nc2c1c(=O)n(Cc1ccc(Cl)cc1)c(=O)n2C	-8%	-4%	1.3%	17%
COc1ccc(-c2nc(CCNC(=O)c3cccs3)cs2)cc1OC	-9%[10.9 µM]	4%	u	-23%
CS(=O)(=O)c1ccc2nc(NC3(C(F)(F)F)N=C4SCCN4C3=O)sc2c1 (stereo not drawn)	-1%	4%	0.2%	11%
COc1ccc(C(=O)N2CCN(S(=O)(=O)c3ccc(C)cc3C)CC2)cc1OC	-13%	8%	0.2%	9%
SMILES	Imprint erasure	p53ts 32C kill	IkB signaling	p53ts 39C kill
Cc1c(OCc2ccc(C(=O)O)o2)ccc2c3c(c(=O)oc12)CCC3	-91%[inhibitor]	u	u	-24%
O=C(c1ccccc1NS(=O)(=O)c1cccs1)N1CCOCC1	-10%	-2%	0.7%	7%
Cc1ccc2c(c1)Cc1c(nc(-c3ccc(F)cc3)nc1SCC(=O)N1CCCCC1)O2	-8%[10.9 µM]	-4%	u	3%
CCC(=O)N1CCc2cc(Br)cc(S(=O)(=O)N3CCN(c4ccc(C(C)=O)cc4)CC3)c21	5%[10.9 µM]	-7%	2.6%	u
Cc1cccc(C)c1Nc1c(-c2ccsc2)nc2cccc(C)n12	-10%[10.9 µM]	-1%	u	4%
CC(=O)c1cccc(-n2nnnc2SCC(=O)N2CCCC2)c1	29%	0%	0.0%	10%
CC(=O)Nc1nonc1-c1nnc(SCC(=O)Nc2ccccc2Cl)n1C	-16%[10.9 µM]	-3%	-1.4%	8%
Cc1ccc(S(=O)(=O)N(C)CC(=O)NC2CC(C)(C)NC(C)(C)C2)cc1	-7%	-2%	-0.8%	12%
CCCC(C)C(=O)Nc1ccc2c(c1)OCCO2 (stereo not drawn)	12%	-21%	1.0%	-18%
Cc1ccc(NC2=C(Cl)C(=O)OC2NC(=O)c2ccccc2)cc1 (stereo not drawn)	x	-8%	x	2%
CCCc1cc2c(n1Cc1cc(F)cc(F)c1)C(C)C1CN(C(=O)c3ccccc3)C(C)(C(=O)OC)C21 (stereo not drawn)	-12%	16%	x	1%
C=CCOC(=O)C(C(C)=O)C(NC(=O)OC)c1ccc2ccccc2c1 (stereo not drawn)	x	2%[9.22 µM]	x	12%[9.22 µM]
Cc1ccc(-c2nnc(Nc3ccc(O)cc3)c3ccccc23)cc1S(=O)(=O)N1CCCCC1	-17%[10.9 µM]	56%[activator]	u	6%
COc1ccc(CN2CCCCC2C(=O)Nc2ccc(OC)c(OCC(C)C)c2)cc1OC (stereo not drawn)	x	-14%	x	15%
C[C@]12CC[C@H]3c4ccc(O)cc4CC[C@@H]3[C@H]1C/C(=N/O)[C@H]2O	-12%[10.9 µM]	-1%[9.22 µM]	-0.7%[11.4 µM]	-3%[9.22 µM]
c1coc(C2Nc3cccc4cccc(c34)N2)c1	1%	-10%	u	-14%
Oc1ccccc1-c1cc(-c2ccccc2Cl)[nH]n1	-66%[inhibitor]	-14%	u	-26%
CCC(C)NC(=O)C1CCN(S(=O)(=O)CC)CC1 (stereo not drawn)	3%	-10%	0.6%	5%
COc1ccc2c(c1)C(C)CC(C)(C)N2C(=O)CSc1ncn[nH]1 (stereo not drawn)	x	10%	1.3%	10%
Cc1ccc(NC(=O)C(=O)NCC(c2ccc3c(c2)OCO3)N2CCOCC2)c(C)c1 (stereo not drawn)	-6%[10.9 µM]	4%	0.7%	-19%
FC(F)(F)c1cccc(-c2ccc(-c3csnn3)o2)c1	-12%	-7%	-2.1%	-13%
CCCN1C(C(=O)c2ccccc2)=C(OC(=O)COc2ccccc2)c2ccccc2S1(=O)=O	-14%[10.9 µM]	13%	u	u
CCC(=O)N1CCc2cc(Br)cc(S(=O)(=O)N3CCCCCC3)c21	-7%	12%	2.5%	-4%
O=C(CSc1ncnc2c1oc1ccccc12)Nc1cccc(F)c1	2%	-15%	0.6%	-20%
N#CC(C(=O)OC1CCCCC1)c1nc2ccccc2nc1N1CCCCC1 (stereo not drawn)	0%	-4%	-3.7%	2%
COc1ccc(-c2cc(C(F)(F)F)nc(SCCC(=O)Nc3ccc(O)cc3)n2)cc1	10%[10.9 µM]	-10%	-2.3%	-3%

Assay outcomes from PubChem BioAssay.
